# Screens (PubChem)
# Candida biofilm = clotrimazole potentiators killing Candida biofilms, primary screen, with clotrimazole, Alamar Blue. C. albicans biofilm + clotrimazole. inhibition, % at 6 µM. 0.14% of 85,000 active. AID 834, 2007;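 active = inhibition above 20%; inactive = inhibition below 20%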;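 also: preformed 24 hr biofilms exposed to compound for 48 hr; 0% = biofilm without compound and 100% = blank killed by clotrimazole plus chlorhexidine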
# ERa SRC1 inh = ERα–SRC-1 coactivator interaction inhibitors, primary screen, biochemical, TR-FRET, ERα LBD, estradiol-bound; 1.7% of 86,000 active; AID 629, 2007; inhibition, % at 25.6 µM; TR-FRET ER-alpha LBD / SRC-1 peptide; Estrogen receptor (Homo sapiens), P03372; in the data active = inhibition above about 50%;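 also: 0% = receptor plus peptide control and 100% = peptide only without receptor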
# HUVEC inhibit = inhibitors of HUVEC proliferation, primary screen, cell-based, 384-well | CellTiter-Glo luminescence, 72 h; active compounds read low | viability, % at 10 µM (by protocol) | 1.1% of 86,000 active;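 active = viability at or below 30%; inactive = viability above 30%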;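 also: 100% = median luminescence of DMSO-only cell control wells on each plate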
# sEH activator = soluble epoxide hydrolase activators, primary screen, biochemical, human sEH; 0.04% of 91,000 active; AID 717, 2007; activation, % at 2 µM; purified human sEH enzymatic activity, activator screen; in the data active = activation above about 37%; also: values of inactives mirror those of a sister screen read the other way
# ERb coact inh = inhibitors of ERβ-SRC1 coactivator interaction, primary screen, biochemical, TR-FRET, ERβ LBD, SRC-1 peptide | TR-FRET ER-beta LBD / SRC1-Cy5 peptide binding; receptor agonist-loaded with 1 µM estradiol | inhibition, % at 25.6 µM | 1.3% of 86,000 active;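 active = compounds whose percent inhibition of the receptor-coactivator binding signal exceeds about 50% in the single-dose screen, limit read from the data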;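 also: 0% = receptor plus peptide wells without compound and 100% = peptide-only wells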
# Target sequence (Q92731 whole entry, looked up, the tested form may be a part): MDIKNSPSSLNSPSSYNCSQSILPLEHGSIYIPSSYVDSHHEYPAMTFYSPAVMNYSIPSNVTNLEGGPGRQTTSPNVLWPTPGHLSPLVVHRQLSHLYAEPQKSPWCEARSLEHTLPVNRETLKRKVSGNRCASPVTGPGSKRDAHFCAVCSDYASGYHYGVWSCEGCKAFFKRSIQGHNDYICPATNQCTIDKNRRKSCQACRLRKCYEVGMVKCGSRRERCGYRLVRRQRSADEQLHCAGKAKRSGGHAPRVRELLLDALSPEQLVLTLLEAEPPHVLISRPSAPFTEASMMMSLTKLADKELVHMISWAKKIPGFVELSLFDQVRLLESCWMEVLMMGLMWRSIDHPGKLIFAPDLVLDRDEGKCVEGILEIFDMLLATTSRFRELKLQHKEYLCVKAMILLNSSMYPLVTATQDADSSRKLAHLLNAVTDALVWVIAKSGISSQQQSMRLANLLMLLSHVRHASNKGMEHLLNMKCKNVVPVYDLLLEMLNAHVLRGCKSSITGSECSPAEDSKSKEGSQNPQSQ
# Smad3 inh = Smad3/FoxH1 peptide binding inhibitors, primary screen, biochemical, TR-FRET | inhibition, % at 25 µM | AID 630, 2007 | TR-FRET Smad3/Dy647-FoxH1 peptide binding, europium anti-His | 0.29% of 88,000 active;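 active = compounds that reduce the energy-transfer binding signal between the protein and its labelled peptide by more than half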;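 also: 0% = Smad3 plus labelled peptide maximal FRET and 100% = peptide-only background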
# Target sequence (P84022 whole entry, looked up): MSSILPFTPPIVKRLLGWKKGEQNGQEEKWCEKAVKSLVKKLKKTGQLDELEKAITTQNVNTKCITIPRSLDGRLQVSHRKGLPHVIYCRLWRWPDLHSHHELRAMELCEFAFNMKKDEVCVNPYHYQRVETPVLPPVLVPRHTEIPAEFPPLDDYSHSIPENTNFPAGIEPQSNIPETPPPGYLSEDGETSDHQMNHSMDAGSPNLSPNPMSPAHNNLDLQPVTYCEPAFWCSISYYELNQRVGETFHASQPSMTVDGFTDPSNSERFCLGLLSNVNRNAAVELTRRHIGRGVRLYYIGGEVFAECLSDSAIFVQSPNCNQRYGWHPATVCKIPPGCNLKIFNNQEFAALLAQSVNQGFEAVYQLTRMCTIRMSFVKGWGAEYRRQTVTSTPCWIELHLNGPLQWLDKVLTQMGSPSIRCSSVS
# Fibroblast inh = antiproliferative effect on LL 47 fibroblasts – human, LL 47 cells, CellTiter-Glo luminescence, primary screen; LL 47 human lung fibroblast viability, ATP luminescence; active compounds read low; viability, % at 10 µM; 1.1% of 85,000 active; AID 719, 2007;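 active = viability at or below 50% in the single dose screen; inactive = viability above 50%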;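 also: compound exposure lasted 72 h before the ATP readout; 100% = median luminescence of untreated cell-only wells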
#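 Test system: LL 47 human lung fibroblasts; Quantity: 1,150 cells/well; Buffer or medium: IMEM plus 15% FBS; Dosing: tenfold compound dosing solution, DMSO at 0.1%; Timing: overnight cell rest, 72 h compound treatment at 37 °C; Detection: ATP-based CellTiter-Glo luminescent readout; Read-out basis: viability percentage against median untreated-cell control; Controls: cell-only wells, no compound.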
# ERa SRC1 pot = enhancers of ERα–SRC-1 coactivator binding, primary screen, biochemical, TR-FRET, ERα LBD, low estradiol; TR-FRET ERalpha-LBD/SRC-Cy5 coactivator binding, 2 h; 100 = basal binding, no effect; coactivator binding (% of control), % at 25.6 µM; 1.3% of 86,000 active; in the data active = activity above about 200%;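 also: binding measured in presence of low estradiol as agonist stimulus; 0% = peptide alone without receptor and 100% = receptor with peptide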
# H69AR inhibit = proliferation blockers of H69AR lung cancer cells, primary screen, cell-based, human, 86K library | H69AR lung tumor viability, ATP luminescence, 72 h; active compounds read low | viability, % at 10 µM | 6% of 85,000 active | AID 598, 2007;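 active = viability at or below 40%; inactive = viability above 40%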;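 also: multidrug resistant small cell line overexpressing MRP-1 efflux transporter; 100% = mean luminescence of untreated control wells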
# Starred values were filed as active, the others as inactive; x = no result given; [ ] = dose if it differs, or a comment. Not all compounds are listed; count on the stated rates, not on these rows.
No.	canonical_smiles	Candida biofilm	ERa SRC1 inh	HUVEC inhibit	sEH activator	ERb coact inh	Smad3 inh	Fibroblast inh	ERa SRC1 pot	H69AR inhibit
1	Cc1nnc(SC(C)C(=O)N2CCc3ccccc32)s1 (stereo not drawn)	8.7	-8.0	94.9	-1.6	-6.1	-11.4	99.8	107.4	95.2
2	O=C(NCc1ccco1)C1Cc2ccccc2CN1S(=O)(=O)c1ccccc1F (stereo not drawn)	-1.6	48.7	86.7	-4.8	40.2[fluorescence artefact?]	-26.9	101.2	201.9*[fluorescence artefact?]	63.4
3	CC1=C(C)C(=O)N(c2ccc(C(=O)O)cc2)C1=O	0.9	3.4	103.7	-3.0	-2.1	-10.5	111.2	105.3	106.6
4	CCc1cccc(NC(=O)CSCc2cc(=O)[nH][nH]2)c1	3.3	6.5	91.1	22.0	-7.9	12.6	95.5	103.2	91.7
5	Cc1ccc(S(=O)(=O)N2CCCC(C(=O)NCC3COCCO3)C2)cc1 (stereo not drawn)	2.5	-14.1	82.7	3.5	-8.7	2.2	91.7	132.9	91.9
6	Clc1c(-c2nnc3n2CCCCC3)sc2ccccc12	x	-2.7	97.0	x	-2.6	-9.1	95.7	91.7	90.8
7	O=C(OC(C(=O)NCc1ccc2c(c1)OCO2)c1ccccc1F)c1ccco1 (stereo not drawn)	2.4	3.1	100.7	3.2	14.6	-1.4	99.0	115.4	88.8
8	O=C(Nc1ccccc1)c1cccnc1Nc1ccccc1	2.4	1.1	95.9	10.3	6.7	1.7	97.4	103.7	x
9	Cc1noc(C)c1C(=O)OCC(=O)/C=C1\N(C)c2ccccc2C1(C)C	-1.2	-3.9	105.4	x	-9.2[fluorescence artefact?]	-0.4	103.6	115.0	94.7
10	Cc1cccc(OCC(=O)O/N=C(\N)Cc2ccc(Cl)cc2)c1	5.0	-7.0	95.4	2.1	-4.5	-2.2	104.5	110.1[fluorescence artefact?]	101.2
11	CC(=O)c1ccc(NC(=O)CCc2c(C)nc3ncnn3c2C)cc1	9.7	-7.5	94.9	-4.1	-5.7	11.7	101.1	124.8	83.6
12	CCOc1ccc(NS(=O)(=O)c2ccc3[nH]c(=O)oc3c2)cc1	12.8	-7.6	106.8	-2.5	-3.8	8.0	95.9	116.8	102.2

# Limited to ERa SRC1 pot, for two of the compounds above:
item	SMILES	ERa SRC1 pot
1	Cc1nnc(SC(C)C(=O)N2CCc3ccccc32)s1 (stereo not drawn)	107.4
7	O=C(OC(C(=O)NCc1ccc2c(c1)OCO2)c1ccccc1F)c1ccco1 (stereo not drawn)	115.4

# Additional results.
No.	canonical_smiles	Candida biofilm	ERa SRC1 inh	HUVEC inhibit	sEH activator	ERb coact inh	Smad3 inh	Fibroblast inh	ERa SRC1 pot	H69AR inhibit
13	COCCCn1c(SCC(=O)Nc2ccc(C(C)=O)cc2)nc2ccccc2c1=O	3.9	8.3	94.1	-18.3	-6.0	-0.9	94.1	110.0	108.4
14	Cc1c(C(=O)OCc2ccccc2)nnn1-c1nonc1N	9.2	-13.2	95.1	x	-10.5	-0.4	115.6	119.2	107.4
15	CCOc1cc(N2CCOCC2)c(OCC)cc1NC1=NCCCCC1	-3.4	44.2[fluorescence artefact?]	86.3	x	69.8*[fluorescence artefact?]	-1.6	100.6	69.3[fluorescence artefact?]	81.7
16	COC(=O)c1ccc(-c2sc3nc(N4CCOCC4)c4c(c3c2N)CCCC4)o1	0.3	-1.1	79.7	11.4	6.8	6.1	94.5	91.2[fluorescence artefact?]	83.1
17	CCCCC(=O)Nc1cc(NC(=O)CC)ccc1Cl	1.6	0.7	84.7	3.7	-4.5	4.0	93.7	91.1	85.7
18	CCO/C=N/c1c(C#N)c(CC#N)nn1-c1ccccc1	4.8	1.8	107.6	12.1	22.7	10.4	98.8	94.6[fluorescence artefact?]	96.5
19	O=c1[nH]c(=O)n(C2CCCCCC2)c(O)c1C=NCc1ccc(F)cc1	6.7	-6.7	95.2	-2.9	2.2	-8.0	92.7	102.4	80.2
20	O=C(Oc1ccc(Cl)c2cccnc12)c1ccco1	1.7	-5.4	31.8	1.4	-5.1	3.3	4.2*	121.5	1.3*
21	Cc1ccc(SCc2[nH]nc3c2C2(C(=O)Nc4ccc(F)cc42)C(C#N)=C(N)O3)cc1 (stereo not drawn)	-3.4	11.1	83.6	2.8	10.9	3.8	94.0	65.0	74.4
22	Cc1cc(C(F)(F)F)nn1CC(=O)Nc1cccnc1	8.1	-1.1	94.7	11.6	-9.6	5.1[fluorescence artefact?]	102.9	103.8	99.9
23	CC(C)OCCCNC(=O)Cn1nc(-c2ccccc2)ccc1=O	7.8	-9.8	100.0	x	-12.0[fluorescence artefact?]	6.9	112.0	111.3	107.0
24	Cc1cc(=O)oc(C)c1C(=O)Nc1cccc2ccccc12	3.6	-1.4	87.6	3.8	2.9[fluorescence artefact?]	5.3	99.6	103.9	106.5
25	COc1ccc(CCNC(=O)C(C)OC(=O)c2ccco2)cc1OC (stereo not drawn)	6.7	-7.5	96.3	6.9	7.8	2.7	103.7	103.7	104.9
26	CCn1c(SCC(=O)NCC2CCCO2)nnc1-c1ccccc1 (stereo not drawn)	2.5	-0.6	105.2	-12.2	-8.0	2.2	103.0	106.3	91.3
27	CCCN(CCC)CCNC(=O)C1CCN(Cc2nc(-c3ccc(Cl)cc3)oc2C)CC1	-5.4	-8.1	9.9*	-6.7	-5.9	-10.5	36.5*	143.6	59.0
28	CCC(=O)Nc1cccc(C(=O)c2ccccc2)c1	2.7	-12.9	94.6	10.8	-14.6	-2.1	91.3	102.2	98.4
29	O=C1CC(C(F)(F)C(F)(F)C(F)(F)C(F)F)=Nc2ccccc2N1	4.2	-3.0	82.4	-2.7	11.0	5.9	90.8	100.9	90.2
30	CCCCNC(=O)c1cn(C)c2ccc(S(=O)(=O)N3CCOCC3)cc2c1=O	-0.4	3.6[fluorescence artefact?]	90.2	x	1.0[fluorescence artefact?]	5.9	110.6	105.0	80.2
31	COCC(=O)NC(C)c1nc2ccccc2[nH]1 (stereo not drawn)	6.1	5.1[fluorescence artefact?]	83.0	x	7.5[fluorescence artefact?]	-5.2	91.7	120.2[fluorescence artefact?]	100.7
32	COc1ccc(OC)c(N(CC(=O)Nc2cccnc2)S(=O)(=O)c2ccc(C)cc2)c1	5.4	7.5[fluorescence artefact?]	49.5	4.5	-5.7[fluorescence artefact?]	6.2	59.1	101.2	17.8*
33	Cc1ccc2cc(C(c3nnnn3C3CCCC3)N(Cc3ccco3)Cc3cccs3)c(=O)[nH]c2c1 (stereo not drawn)	6.5	0.6	99.6	-5.1	-8.1	4.2	96.5	98.2	99.8
34	CCCC(=O)Nc1nc(-c2ccc(OC)cc2)cs1	-0.7	-1.9	108.7	2.8	-1.5	-10.7	111.1	95.8	100.4
35	O=C(CSc1ccc(Cl)cc1)NCC1CCCO1 (stereo not drawn)	65.3*	-1.2	95.7	8.8	-2.5	1.6	106.3	96.3	98.0
36	CC1Cc2ccccc2N1C(=O)CN1C(=O)COc2ccccc21 (stereo not drawn)	6.6	4.7	97.6	8.5	-15.6	-6.3	96.0	109.2	85.3
37	CN1CCN(C(=O)c2cc3nc(-c4ccccc4)cc(C(F)(F)F)n3n2)CC1	-1.5	-2.8	93.4	10.5	-0.3	4.6	112.4	120.8	102.4
38	CCOC(=O)c1c(N)n(CCOC(=O)c2cccs2)c2nc3ccccc3nc12	6.7	-2.6	80.4	18.4	0.8	7.7	106.5	116.8	75.9
39	CCN(C(=O)c1ccc(NC(C)=O)cc1)c1ccccc1	1.8	-5.7	98.2	3.3	11.8	-3.2	102.9	117.6	114.4
40	COc1cc(OC)cc(C(=O)N2CCCc3ccccc32)c1	-0.4	-2.3	89.6	x	6.4	-11.9	96.9	97.1	75.7
41	CSc1nnnn1-c1ccc(C(=O)O)cc1	4.5	-8.9	94.4	21.7	-7.5	-4.3	101.5	111.8	84.4
42	CCCCNC(=O)c1cc(-c2ccc(F)cc2)on1	6.4	-7.7	95.1	-3.8	-11.1	1.1	81.8	112.2	94.4
43	Cc1nc2ccc(S(=O)(=O)NCC(=O)N3CCc4ccccc4C3)cc2s1	4.0	-3.1[fluorescence artefact?]	93.9	9.4	-9.9	5.0	102.1	106.1	73.7
44	COCCCNC(=O)c1c(N)n(/N=C/c2ccccn2)c2nc3ccccc3nc12	3.5	37.4	64.0	21.3	33.9	-10.0	105.0	94.3	x
45	CCC(C)NC(=O)c1cnc2n(c1=O)CCS2 (stereo not drawn)	6.2	-3.4	97.1	x	1.4	12.1	104.2	119.4	98.7
46	CC(C)(C)NC(=O)COC(=O)c1cncc(Br)c1	4.9	12.3	97.7	x	-7.7	-5.9	103.8	102.4	91.1
47	Cc1ccccc1N(CC(=O)NC1CCCC1)C(=O)C1(C)CC(=O)N=C2C=CC=CN21 (stereo not drawn)	6.2	3.2[fluorescence artefact?]	87.5	-2.7	-4.2	5.6	91.7	99.0	95.8
48	CCCNC(=O)N[C@@H](CCSC)C(=O)OC	4.3	-10.7	92.9	-7.4	-14.7	2.4	98.6	92.4	85.4
49	Cc1cc(C(=O)Nc2ccc(S(=O)(=O)N3CCCC3)cc2)cs1	3.2	-5.1	90.3	-69.3	-2.8	-5.1	100.7	120.0	90.7
50	O=c1[nH]c(SCc2ccccc2Cl)nc2c1cnn2-c1ccccc1	7.8	4.5	63.7	x	17.1[fluorescence artefact?]	3.3	85.2	127.3	79.4
51	O=C1NCCN1Cc1cccc(Cl)c1	5.2	-13.9	90.7	x	1.0	3.6	106.4	117.0[fluorescence artefact?]	88.0
52	COc1ccc(NC(=O)C(F)(OC)C(F)(F)F)c(OC)c1 (stereo not drawn)	5.0	-0.5	108.6	-1.7	27.3	7.9[fluorescence artefact?]	97.6	107.2	90.0
53	Nc1nnc(CCOc2ccc(Cl)cc2)s1	9.0	-6.3	90.0	9.7	-4.6	-4.8	93.2	105.5	102.4
54	Cc1nnc2n(-c3ccc(Cl)cc3)c(=O)c3c4c(sc3n12)CN(C)CC4	1.6	-15.5[fluorescence artefact?]	96.9	x	-3.0	0.1	98.3	107.1	89.7
55	COCCN(CC(=O)Nc1cccc(C)c1)S(=O)(=O)c1ccc(S(=O)(=O)N2CCCC2)cc1	10.6	0.5	67.2	-4.9	-3.4	4.8	85.3	117.5	79.2
56	N#Cc1c(NC(=O)c2ccc(Cn3cc(Br)cn3)o2)sc2c1CCCCCC2	4.7	-25.1	71.7	-8.6	-14.8[fluorescence artefact?]	10.5	92.2	144.2[fluorescence artefact?]	84.7
57	Cc1cc(NC(=O)CSc2nc(C3CC3)nc3sc(C)c(C)c23)no1	1.9	-4.0	71.7	6.2	10.6	-3.0	67.5	174.1	24.5*
58	CC(C)CC(NC(=O)C1CCCCC1)C(=O)N1CCN(c2ccccn2)CC1 (stereo not drawn)	x	7.5[fluorescence artefact?]	x	-10.0	-5.6[fluorescence artefact?]	-9.7	x	124.5[fluorescence artefact?]	x
59	CCOC(=O)c1c(C)[nH]c(C)c1C(=O)CSc1nnc(-c2ccncc2)n1Cc1ccccc1	6.4	-8.1	91.1	7.3	-10.2	7.5	91.8	94.9	56.6
